# Source: PubChem
# Large T inhibition = SV40 large T antigen inhibitors, biochemical (AID 1903); 310,000 compounds, 0.39% hits; SV40 large T antigen ATPase/helicase inhibition assay; higher % means a stronger effect; inhibition, % at 20 µM; hits with a dose series show IC50 in µM; in the data active means a potency from the dose series; inconclusive means inhibition mostly from about 32% at the one dose, without a potency; inactive means the rest, 99 in 100 with inhibition below about 32%; further: strong numbers were not always called active
# RSV CPE inhibition = inhibition of RSV-induced cytopathic effect – HEp-2 cells, primary 10 µM value included (AID 2391); 310,000 compounds, 0.13% hits; one-dose CPE inhibition, % at 10 µM; IC50 in µM for titrated hits; HEp-2 cells, RSV-induced CPE inhibition; higher % means a stronger effect; in the data active means a potency from the dose series; inconclusive means CPE inhibition mostly from about 23% at the one dose, without a potency; inactive means the rest, 99 in 100 with CPE inhibition below about 21%; further: strong numbers were not always called active
# NTR1 ag = NTR1-driven beta-arrestin-GFP spot formation – imaging, U2OS cells, high content, primary screen (AID 493036) | 330,000 compounds, 0.17% hits | agonist mode | P30989 | activation, % at 20 µM;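 active means activation at or above 40% of the spot to cytoplasm intensity ratio, with at least 20 cells analyzed; inconclusive means wells under 20 cells, flagged as cytotoxic or low count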;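 further: 0% = DMSO without peptide and 100% = 100 nM NTR1 peptide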
# Target sequence (P30989 whole entry, looked up): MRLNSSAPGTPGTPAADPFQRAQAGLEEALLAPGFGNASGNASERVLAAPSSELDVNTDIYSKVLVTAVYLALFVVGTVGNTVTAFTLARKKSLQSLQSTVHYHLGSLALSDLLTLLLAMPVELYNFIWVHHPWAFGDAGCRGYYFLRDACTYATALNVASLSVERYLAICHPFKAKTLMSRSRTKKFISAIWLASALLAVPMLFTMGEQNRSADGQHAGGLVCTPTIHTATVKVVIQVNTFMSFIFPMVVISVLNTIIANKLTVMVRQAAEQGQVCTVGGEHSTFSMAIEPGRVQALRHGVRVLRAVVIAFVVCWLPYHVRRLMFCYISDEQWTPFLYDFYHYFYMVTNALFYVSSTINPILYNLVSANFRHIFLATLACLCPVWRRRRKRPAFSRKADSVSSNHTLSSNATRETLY
# K1F lysis inhibition = inhibition of K1F phage lysis, E. coli UTI89, bacterial capsule biogenesis inhibitors, alamar blue (AID 488966). E. coli UTI89 K1F phage lysis, alamar blue, 2 h; higher % means a stronger effect. inhibition, % at 100 µM; hits with a dose series show IC50 in µM. 340,000 compounds, 0.02% hits;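 active means phage lysis inhibition, versus mean bacterial control, above a set limit; inconclusive means no clear call, values can overlap the other calls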;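 further: capsule biogenesis inhibitors block K1F phage lysis so surviving cells raise fluorescence; higher fluorescence means more inhibition of phage lysis; actives were called in the ten point dose series up to 300 µM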
# T cell modulator = modulates CD8 T cell binding to vesicles; 2C CD8+ T cell-vesicle binding, flow cytometry; active compounds read low; calls only at 7 µM; 330,000 compounds, 0.068% hits; AID 2052;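 active means response, share of CD8 T cells binding vesicles, and their 90th percentile fluorescence all below set limits, cut at about 80% in these data, passing the limit was not always enough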
#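 material = purified 2C TCR transgenic mouse naive CD8+ T cells | controls = Unloaded micro-vesicles (low), QL9 vesicles with 0.7% DMSO (high) | detection = cytometric PE anti-B7-1 and Alexa647 anti-CD8 signals after 1% paraformaldehyde fixation | incubation = binding step 1.5 h, 37 °C, antibody labelling 20 min, ice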
# TNAP activators = stimulation of alkaline phosphatase TNAP activity – biochemical, luminescent, no phosphate acceptor, uHTS, primary screen (AID 1001). activation fold at 20 µM; hits with a dose series show EC50 in µM. purified TNAP, luminescent activation assay, no phosphate acceptor; higher activation fold means a stronger effect. 200,000 compounds, 0.03% hits; in the data active means activation fold from about 3, or a potency from the dose series; inactive means the rest, 99 in 100 with activation fold below about 1.6; further: many of its hits are not listed in these tables
# Salmonella PhoP GFP = inhibitors of PhoP regulon expression, primary screen, Salmonella Typhimurium, GFP reporter (AID 1863); 300,000 compounds, 0.16% hits; inhibition, % at 50 µM, or IC50 in µM where a hit was titrated; S. Typhimurium PhoP-regulated promoter GFP reporter, 4 h; higher % means a stronger effect;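 active means inhibition over 29.93%, a cutoff 3 SD above the screen mean, later confirmed by dose response; inconclusive means inhibition over 29.93% but no dose response follow-up; inactive means inhibition at most 29.93% or unconfirmed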;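 further: 0% = low Mg2+ inducing control and 100% = high Mg2+ repressing control; strong numbers were not always called active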
# MgcRacGAP inhibition = MgcRacGAP GTPase-activating activity inhibitors, confirmation, biochemical, ADP Hunter fluorescence | inhibition, % at 30 µM, or IC50 in µM where a hit was titrated | MgcRacGAP-stimulated Rac1 GTP hydrolysis, ADP Hunter fluorescence; higher % means a stronger effect; GST-tagged Rac1 F28L mutant substrate | 340,000 compounds, 0.6% hits;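 active means first-screen hits whose inhibition reached a set limit at any dose in the follow-up dose series; inconclusive means inhibition above the set first-screen limit but never retested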;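 further: fluorescence reports GDP produced by GAP-driven GTP hydrolysis; strong numbers were not always called active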
# Myeloid diff MLP = compounds promoting myeloid differentiation; ER-HoxA9 myeloid progenitors, lysozyme-GFP differentiation, flow cytometry; calls only at 10 µM; 360,000 compounds, 1% hits; AID 624256;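 active means normalized GFP-positive differentiation at or above the plate's own cutoff, the solvent-only control mean plus 3 SD; inconclusive means no clear call, values can overlap the other calls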;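 further: cells exposed to compound for four days before flow analysis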
# T cell modulator vesicle-bound % = recorded beside T cell modulator, whose call it bears; double positive events, %; measured here: CD8+ vesicle-bound cell fraction;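 binding gate set so that unloaded-vesicle control wells show 10% double positive cells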
# NTR1 ag cell count 20 µM = second read-out of NTR1 ag, no call of its own (marks repeat the call); cell count; measured here: cell count, cytotoxicity flag
# Myeloid diff MLP GFP+ MAC1+ % = second read-out of Myeloid diff MLP, no call of its own (marks repeat the call); GFP+ MAC1+ double positive, %; measured here: differentiation confirmed by MAC1 staining
# Active calls of the source: *; i = inactive; ? = inconclusive; nt = no result given; + = active, no number; & = joins results of further samples; [ ] = remark or other dose. Hits appear at their usual frequency. About 2.3% of those tested had a hit in this group.
SMILES,Large T inhibition,RSV CPE inhibition,NTR1 ag,NTR1 ag cell count 20 µM,K1F lysis inhibition,T cell modulator,T cell modulator vesicle-bound %,TNAP activators,Salmonella PhoP GFP,MgcRacGAP inhibition,Myeloid diff MLP,Myeloid diff MLP GFP+ MAC1+ %
COC(=O)CC(NC(=O)c1ccc(C)cc1)c1ccc2c(c1)OCO2 (centres undefined),2%,0.3%,-1.6,67,0.5%,i,24,1.1,21%,10%,i,1.7
O=c1[nH]c(C2CCN(S(=O)(=O)Cc3ccccc3)CC2)nc2c1nnn2Cc1ccccc1,-1%,?,2.7,31,-0.5%,i,43,nt,15%,4%,i,0.7
NNc1nc2c(Cl)cccc2s1,24%,2.7%,-1.2,70,-1.3%[50 µM],i,13,1,9%,4%,i,1.3
COc1ccc(NC(=O)c2cccc(N3C(=O)C4C5C=CC(C6CC56)C4C3=O)c2)cc1 (centres undefined),10%,0.3%,2.0,45,0.0%,i,13,nt,0%,7%,i,0.8
CCc1ccc(C2CC(c3ccccc3)Nc3nc(N)nn32)cc1 (centres undefined),-4%,1.9%,-2.3,46,3.9%,i,64,1,2%,6%,i,1.4
Nc1ncnc2nc(N3CCN(C(=O)c4ccccc4)CC3)[nH]c12,3%,-0.5%,-0.1,38,0.3%,i,18,1.1,4%,13%,i,0.7
CCOC(=O)N1C(=O)c2cc(OC)ccc2S1(=O)=O,14%,-0.1%,-1.3,54,0.8%,i,29,1.1,13%,14%,i,0.4
C=CCN1C(=O)C2(NC(=O)c3ccccc3N2)c2ccccc21 (centres undefined),9%,2.9%,-1.2,38,0.6%,i,51,1.1,-9%,-4%,i,0.3
CCN(CC)C(=O)c1cn(CCC#N)nc1-c1ccc2ccccc2c1,13%,1.2%,0.2,56,-0.1%,i,61,nt,-4%,10%,i,0.5
Cn1cc([C@@H]2C[C@H]3CN(C4CCCC4)C(=O)[C@]34CCCN24)c(-c2ccccc2)n1,6%,-0.1%,-1.6,81,-1.1%,i,52,1.1,-10%,4%,i,0.3
COc1ccc(C(=O)CSc2nnc(-c3cc(C)on3)o2)cc1,6%,0.2%,3.0,79,0.1%,i,62,1.2,-1%,4%,i,0.3
O=C(CCC(=O)N1CCOc2ccccc21)Nc1cc(F)ccc1F,nt,2.7%,-0.9,61,0.0%,i,36,nt,nt,2%,i,1.5
Cc1cc(C)n(CCO)c(=O)n1,19%,1.8%,0.9,63,5.1%,i,51,1.1,-13%,1%,i,1.0
COCCn1nnnc1C1(N(Cc2cc3cc(C)ccc3[nH]c2=O)CC2CCCO2)CCN(C)CC1 (centres undefined),nt,0.6%,-2.3,23,6.8%,i,47,1.1,nt,10%,i,0.7
CCc1nc(N)nc(N)c1-c1ccc(Cl)cc1,22%&6%,21%,0.5,46,3.5%,i,27,1.1,12%&8%,-1%,+,12*
Cc1cc(F)ccc1S(=O)(=O)Nc1ccccc1C(=O)Nc1ccccc1N1CCOCC1,-4%,9.5%,2.8,46,1.1%,i,42,1.1,26%,6%,i,0.9
COc1ccc(-c2nnc(SC(C)C(=O)Nc3nccs3)n2-c2ccccc2)cc1OC (centres undefined),2%,-0.8%,0.6,59,-2.1%,nt,nt,1,11%,-1%,i,15
Cc1oc(-c2ccc(F)cc2)nc1CN1CCCC(C(=O)N2CCOCC2)C1 (centres undefined),nt,nt,-0.2,58,0.2%,nt,nt,nt,nt,9%,i,0.6
O=[N+]([O-])c1ccc2nc(CCCc3nc4ccc([N+](=O)[O-])cc4[nH]3)[nH]c2c1,-2%,0.0%,-1.1,75,0.3%,i,32,1.3,-4%,5%,i,0.8
COc1ccc(C(=O)CCC(=O)Nc2ccc(Cl)cc2)cc1,12%,4.1%,0.7,46,0.0%,i,61,nt,-4%,10%,i,0.5
CSc1ccccc1NC(=O)Nc1ccccc1,-2%,1.3%,-0.2,56,12%,i,9,1,-6%,-2%,i,2.5
COc1cccc(N=CC2=C(O)CC(C)(C)CC2=O)c1,5%,2.4%,0.4,44,-1.0%,i,54,1,13%,1%,i,0.7
Cc1ccc2c(c1)C1(OCCCO1)C(=O)N2CC#N,5%,0.8%,-0.3,54,0.6%,i,57,nt,-5%,0%,i,0.4
CCn1c(NC(=O)c2ccc(F)cc2)c2ccccc2nc1=O,-1%,51%,0.6,76,0.2%,i,19,1.1,-1%,0%,i,1.1
Cc1[nH]nc(SCC(=O)N(C)c2ccccc2)c1[N+](=O)[O-],-4%,0.7%,0.1,68,0.3%,i,19,1,-7%,14%,i,0.3
COc1ccc(C)cc1NC(=O)c1cc(S(=O)(=O)N2CCOCC2)cn1C,10%,1.1%,0.8,89,-1.1%,i,26,nt,nt,10%,i,1.0
COc1cccc(C2NC(=S)NC(C)=C2C(=O)c2ccccc2)c1OC (centres undefined),23%,5.2%,1.7,35,-0.3%,i,50,1,2%,6%,nt,nt
O=c1cc(N2CCCCCC2)[nH]c(=O)n1-c1ccccc1Cl,3%,1.2%,0.7,69,0.3%,i,52,1.1,0%,6%,i,0.2
COc1ccc(NC(=O)c2ccc(NC(=O)CCS(=O)(=O)c3cccs3)cc2)cc1,11%,0.8%,-0.7,58,0.2%,i,44,nt,-3%,2%,i,1.4
COC(=O)c1[nH]c2c(c1C)C(=O)CC(c1cc(OC)c(OC)c(OC)c1)C2 (centres undefined),-1%,7.2%,-0.1,74,0.3%,i,17,nt,7%,7%,i,1.1
Cc1ccccc1NC(=O)c1nnn(-c2ccc3c(c2)OCCO3)c1N,6%,?,-1.5,59,0.8%,i,14,nt,-2%,2%,i,0.1
COc1ccc(Nc2ccncc2[N+](=O)[O-])cc1,6%,7.4%,1.0,33,0.7%,i,9,1.1,-2%,12%,i,0.4
Cc1ccc(CN2C3=NCCCN3c3ccccc32)cc1,0%,6.6%,1.0,89,2.7%,i,17,1.1,1%,12%,i,0.9
O=C(O)c1ccc(COc2c(F)c(F)c(F)c(F)c2F)o1,-10%,0.2%,0.8,74,7.9%,i,19,1,-5%,12%,i,1.3
Cc1ccc(-c2nnc3c4ccccc4c(C)nn23)cc1S(=O)(=O)N1CCN(C)CC1,nt,0.4%,1.8,89,-0.1%,i,57,nt,nt,6%,i,1.1
COc1ccc(OC)c(Cc2nnc(CCC(=O)NCc3nc4ccccc4s3)o2)c1,5%,2.3%,1.6,70,0.0%,i,22,1.1,0%,10%,i,0.7
CN(C(=O)COC(=O)c1cc(S(=O)(=O)N2CCOCC2)ccc1F)C1CCS(=O)(=O)C1 (centres undefined),11%,-1.6%,0.9,66,0.8%[50 µM],i,26,nt,-4%,12%,i,0.5
CC(=O)Oc1cc2oc(=O)cc(C)c2cc1Cl,15%,nt,1.1,71,0.1%,i,59,nt,-9%,4%,i,0.5
CCC1Cc2c(nc(N)c3c(N)nc(N4CCOCC4)c(C#N)c23)O1 (centres undefined),6%,1.2%,1.4,53,-0.4%,i,56,1.1,0%,3%,i,0.6
CC(C)(C)c1ccc(OCC(=O)NN2Cc3ccccc3C2=N)cc1,5%,-3.5%,3.3,37,0.3%,i,23,1.1,5%,2%,i,0.4
CS(=O)(=O)c1ccc2nc(NC(=O)C3CC(=O)N(c4ccc(F)cc4)C3)sc2c1 (centres undefined),-6%,3.1%,-0.8,53,-1.5%,i,35,nt,9%,3%,i,0.7
COc1ccc(OC)c(NC(=O)COC(=O)C2CCC2)c1,nt,0.7%,2.6,63,-0.1%[50 µM],i,43,nt,nt,1%,i,0.7
CC(C)c1c(C(=O)N/N=C/c2ccc(-c3ccccc3)cc2)nnn1-c1nonc1N,7%,2.7%,-0.7,61,0.3%,i,10,nt,-2%,10%,i,1.6
O=C(Cn1cnc([N+](=O)[O-])n1)NCCc1ccccc1,4%,-0.1%,0.5,54,nt,i,32,1,-1%,nt,i,0.1
CCc1cc2c(SCC(=O)N3CCCC3=O)ncnc2s1,nt,1.5%,0.9,60,0.1%[50 µM],i,44,nt,nt,3%,i,0.7
O=C(CN1C(=O)c2cccnc2Oc2ccc(Cl)cc21)N1CCCC1,8%,2.0%,-1.1,65,0.2%,i,50,nt,-2%,11%,i,1.7
COCCNC(=O)C(c1c[nH]c2ccccc12)N(C(=O)c1snc(C(N)=O)c1N)c1cccc(OC)c1 (centres undefined),8%,-1.1%,0.0,26,-0.5%,i,10,1.2,4%,3%,i,0.2
CCN(CC)S(=O)(=O)c1ccc(C(=O)NCC2CCCCC2)cc1,4%,4.8%,0.5,47,0.1%,i,38,nt,6%,4%,i,0.9
COc1cc(S(=O)(=O)Nc2ccccc2)ccc1NC=O,14%,-0.4%,0.6,48,10.0%,i,32,1.1,4%,-2%,i,6.9
CCOc1ccc(CCNc2nc3ccccc3n3cnnc23)cc1OCC,29%,1.0%,8.7,70,0.4%,i,27,nt,3%,7%,i,0.1
C=CCSc1nc2c(c(=O)[nH]c(=O)n2C)n1Cc1ccccc1,14%,4.8%,0.0,45,-1.0%,i,62,nt,4%,14%,i,0.1
C=C1c2ccccc2NC(=O)N1c1ccc(C)cc1,4%,1.5%,1.0,41,4.5%,i,54,1.2,5%,0%,i,0.3
CC(C)CCn1nc(C(=O)OC(C)C(=O)NC(N)=O)c2ccccc2c1=O (centres undefined),29%,-1.6%,-2.7,72,0.1%,i,54,1.1,0%,1%,i,1.0
